Bioassay records from PubChem.
GRK2 aptamer HTS: compounds blocking aptamer binding on GRK2 – biochemical, human GRK2, bead flow cytometry, HTS, primary screen; AID 488847, 2010; Beta-adrenergic receptor kinase 1 (Homo sapiens), P25098; inhibition of aptamer binding, % at 10 µM; hit rate 0.59% among 330,000; FAM-aptamer displacement from GRK2;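 active = inhibition of aptamer binding above 40%, roughly 3 SD of noise, on plates passing a quality check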;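 also: median bead fluorescence of bound FAM aptamer so fluorescent compounds give negative values; no value below 0 was filed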
Target sequence (P25098 whole entry, looked up): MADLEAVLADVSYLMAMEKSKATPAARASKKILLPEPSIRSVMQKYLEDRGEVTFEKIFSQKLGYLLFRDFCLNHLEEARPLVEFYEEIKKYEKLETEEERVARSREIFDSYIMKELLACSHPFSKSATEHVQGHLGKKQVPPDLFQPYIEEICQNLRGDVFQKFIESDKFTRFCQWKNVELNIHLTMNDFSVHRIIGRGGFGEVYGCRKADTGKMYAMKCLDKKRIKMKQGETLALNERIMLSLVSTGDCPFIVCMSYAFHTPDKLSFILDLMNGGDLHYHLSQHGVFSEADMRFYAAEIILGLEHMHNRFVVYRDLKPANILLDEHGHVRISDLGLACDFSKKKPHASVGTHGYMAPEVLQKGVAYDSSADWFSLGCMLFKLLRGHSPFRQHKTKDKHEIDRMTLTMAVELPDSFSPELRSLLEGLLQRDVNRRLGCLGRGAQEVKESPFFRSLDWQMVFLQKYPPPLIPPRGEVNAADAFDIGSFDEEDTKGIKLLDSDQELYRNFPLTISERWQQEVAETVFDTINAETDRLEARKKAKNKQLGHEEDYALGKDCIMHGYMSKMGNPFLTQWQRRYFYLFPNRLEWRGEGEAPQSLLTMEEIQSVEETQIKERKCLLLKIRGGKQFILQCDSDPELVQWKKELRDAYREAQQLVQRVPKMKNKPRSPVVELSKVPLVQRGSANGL
RPL19A-GFP yeast: RPL19A-GFP expression modulators in yeast, primary screen, cell-based, S. cerevisiae, multiplex flow cytometry, MLPCN | S. cerevisiae RPL19A-GFP strain, 3 h; stronger effect = lower value | percent response vs DMSO, % at 10 µM | hit rate 0.3% among 330,000;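 active = percent response vs DMSO below 50%; inconclusive = fewer than 70 events counted for the yeast strain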;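 also: median channel GFP fluorescence of the barcoded RPL19A-GFP strain; ratio of sample median GFP to plate DMSO average so 100% = DMSO; lower means less RPL19A-GFP as with rapamycin TOR inhibition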
CIT2-GFP yeast: modulators of CIT2-GFP expression in yeast, primary screen, S. cerevisiae, GFP fusion, multiplex flow cytometry, MLPCN library; GFP response vs DMSO, % at 10 µM; hit rate 0.065% among 320,000; S. cerevisiae CIT2-GFP strain, 3 h; 100 means same as DMSO wells;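 active = GFP response relative to DMSO above a set limit, near the screen mean plus 3 SD, cut at about 150% in these data; inconclusive = Fewer than 70 cells measured for a yeast strain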;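 also: ratio of well median GFP fluorescence to mean of DMSO wells on the plate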
CR mimetic SO: reduction of superoxide in aged yeast, primary screen, HTS. S. cerevisiae aged cells, superoxide DHE fluorescence; stronger effect = lower value. superoxide response (% of plate mean), % at 10 µM. hit rate 0.18% among 330,000. AID 2690, 2010;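 active = superoxide response under a set limit, about three screen SD below normal, cut at about 65% in these data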;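 also: yeast aged for seven days with compound at 30 °C before DHE staining; 100% = average MFI of all compound-treated wells on the plate with controls excluded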
LAP4 TOR yeast: modulators of LAP4-GFP expression in yeast, primary screen, S. cerevisiae, multiplex flow cytometry, MLPCN library. 3 h; median GFP as percent of DMSO wells. GFP response vs DMSO, % at 10 µM. hit rate 0.34% among 320,000;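 active = GFP response vs DMSO above a set limit, about the screen mean plus 3 SD, cut at about 150% in these data; inconclusive = under 70 cell events counted for the yeast strain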
VLA-4 inh: inhibition in human VLA-4 binding assay, primary screen, VLA-4 allosteric modulator project, MLPCN library, flow cytometry, VLA-4 expressing cells | hit rate 0.2% among 330,000 | Integrin alpha-4 (Homo sapiens), P13612 | ligand binding flow cytometry | AID 2557, 2010 | inhibition, % (about 7 µM as worked out from the volumes in the protocol); in the data active = inhibition above about 50%
MEP2 TOR yeast: modulators of MEP2-GFP levels in yeast, primary screen, S. cerevisiae, multiplex flow cytometry, MLPCN library. hit rate 0.51% among 330,000. AID 2016, 2009. GFP response vs DMSO, % at 10 µM. S. cerevisiae MEP2-GFP strain, 3 h; 100% = DMSO control level;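 active = GFP response versus DMSO above a set limit, roughly screen mean plus 3 SD, cut at about 180% in these data; inconclusive = fewer than 70 cells counted for a yeast strain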;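 also: median GFP fluorescence of the barcode-gated MEP2-GFP cells per well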
AGP1-GFP MLPCN: modulators of AGP1-GFP expression in yeast TOR pathway, primary screen, cell-based, multiplex flow cytometry, S. cerevisiae, MLPCN library; AID 2066, 2009; hit rate 0.02% among 320,000; 3 h; GFP as percent of DMSO wells; GFP response vs DMSO, % at 10 µM;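 active = GFP response relative to DMSO above a set limit, near screen average plus 3 SD, cut at about 150% in these data; inconclusive = fewer than 70 cells counted for the yeast strain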;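 also: median GFP channel fluorescence of the gated AGP1 strain per well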
The depositor's hits bear a star; ? = inconclusive; nt = no result given; [ ] = dose if it differs, or a comment.

cpd	canonical_smiles	GRK2 aptamer HTS	RPL19A-GFP yeast	CIT2-GFP yeast	CR mimetic SO	LAP4 TOR yeast	VLA-4 inh	MEP2 TOR yeast	AGP1-GFP MLPCN
1	Nc1ccc(N2CCOCC2)c(S(=O)(=O)Nc2ccccc2Cl)c1	2.0	97.6	92.4	104.4	nt	1.2	93.5	90.2
2	COc1ccc(NC(=O)c2ccc(C#N)cc2)cc1NS(=O)(=O)c1ccc(F)cc1	0.0	94.8	93.4	97.5	85.0	16.9	101.8	90.1
3	CC(C)Oc1ccc(OCCn2c(=S)[nH]c3c(N)ncnc32)cc1	5.0	97.1	98.1	104.7	100.4	2.0	97.3	96.0
4	Cc1ccc(NC(=O)c2sc(N)nc2-c2ccccc2)cc1C	4.0	100.3	95.8	92.9	103.3	8.0	103.4	96.7
5	Cc1ccc(OCc2nnc(SCC(=O)Nc3nccs3)n2-c2ccccc2)cc1C	1.0	nt	94.5	95.8	95.0	29.2	100.1	100.3
6	O=S(=O)(Nc1nc2c(s1)CCCC2)c1ccc2ccccc2c1	2.0	96.2	104.1	100.5	93.7	-2.8	97.5	99.0
7	COc1cc(NC(=O)c2ccco2)c(OC)cc1NC(=O)CSc1nnc(-c2cccs2)n1C	0.0	99.5	99.0	94.5	95.3	-0.3	98.8	99.2
8	CCOc1ccc(C(C)=O)cc1COC(=O)CNC(=O)C12CC3CC(CC(C3)C1)C2	0.0	99.3	105.0	106.9	91.7	-6.0	102.6	98.3
9	O=[N+]([O-])c1ccc(-c2nnc(-c3ccccc3)c(NCCCO)n2)cc1	0.0	92.5	87.8	123.3	117.1	3.2	107.3	98.7
10	COC(=O)c1ccc(CSc2nnc3n(Cc4ccccc4OC)c(=O)c4ccccc4n23)o1	4.0	97.0	93.2	107.8	101.4	6.8	103.3	99.9
11	C/C=C/C(=O)NCCc1ccc(OC)c(OC)c1	0.0	106.3	98.9	108.3	88.2	1.7	105.0	95.8
12	CC(Oc1ccc([N+](=O)[O-])cc1Cl)C(=O)Nc1ccc(C(N)=O)cc1 (stereo not drawn)	95.0*	102.4	107.5	100.8	101.5	4.2	111.2	103.2
13	Cc1cc(-c2nnc(SCC(=O)Nc3ccccc3C(F)(F)F)o2)c(C)n1-c1ccccc1	0.0	87.2[may fluoresce violet]	?	104.5	?	15.4	93.9[may fluoresce violet]	86.3[may fluoresce violet]
14	CN(CC(=O)NCCc1ccc(S(N)(=O)=O)cc1)CC(=O)Nc1ccccc1Cl	1.0	101.3	103.6	92.9	103.1	-4.7	102.9	103.2
15	CC(=O)c1sc(NC(=O)COc2ccccc2)nc1C	1.0	111.7	102.3	148.8	87.9	20.7	115.4	100.8
16	C=CCOc1c(Cl)cc(CNc2ccc(C)c(Cl)c2)cc1OC	0.0	102.2	99.9	89.0	99.0	-4.2	108.9	103.0
17	COc1ccc(C(=O)NC2CC(C)(C)Cc3c2cnn3-c2ccccc2)cc1OC (stereo not drawn)	2.0	93.5	94.3	104.2	84.5	-3.6	94.0	92.5
18	O=C(NCc1ccc2c(c1)OCO2)c1cc(-c2ccccc2)nn1CC1CC(c2cccnc2)=NO1 (stereo not drawn)	0.0	96.8	72.0	98.4	132.6	11.9	94.2	82.8
19	Cc1ccc(Cl)cc1NC(=O)C1COc2ccccc2O1 (stereo not drawn)	0.0	103.2	98.6	99.6	95.3	4.1	113.0	95.0
20	Cc1csc(NC(=O)c2ccncc2)n1	0.0	101.5	102.0	102.7	106.5	12.1	102.3	103.5
21	O=S(=O)(c1ccccc1)N1CCC(O)(CSc2ccc(F)cc2)CC1	0.0	100.2	106.7	107.0	102.2	-1.7	104.9	102.1
22	CCCCCC1CCC(c2nnc(SCC(C)=O)o2)CC1 (stereo not drawn)	0.0	104.2	104.5	106.1	108.0	11.4	111.9	111.8
23	CC(=O)Nc1ccc(-n2nnnc2SCC(=O)NC2CCCC2)cc1	1.0	102.3	107.2	99.3	87.7	-1.5	97.9	100.0
24	O=C1C2C3C=CC(CNS(=O)(=O)c4ccccc4[N+](=O)[O-])(O3)C2C(=O)N1c1ccccc1 (stereo not drawn)	0.0	97.9	105.2	109.1	101.8	-1.5	94.7	92.5
25	CS(=O)(=O)N(CC(=O)NC1CCCC1)c1cccc(F)c1	1.0	105.1	94.0	103.8	101.9	-8.2	103.9	101.3

Copied from the list:
Under CIT2-GFP yeast, entry 5 has the entry 94.5
Under CIT2-GFP yeast, entry 21 has the entry 106.7
Under LAP4 TOR yeast, entry 22 has the entry 108.0

The list continues:
cpd	canonical_smiles	GRK2 aptamer HTS	RPL19A-GFP yeast	CIT2-GFP yeast	CR mimetic SO	LAP4 TOR yeast	VLA-4 inh	MEP2 TOR yeast	AGP1-GFP MLPCN
26	C[C@@H]1CCCCCCCCCCC1=O	2.0	103.7	97.4	103.5	95.5	5.1	104.7	90.3
27	COc1ccc(OC)c(C(=O)c2coc3cc(Br)c(O)c(Br)c23)c1	0.0	95.5	78.3	92.1	123.9	12.4	89.5	94.6
28	CN1CCN(NC(=O)/C=C/c2cccc([N+](=O)[O-])c2)CC1	3.0	100.0	101.6	96.7	93.2	14.5	101.3	103.2
29	Cc1cccc(NS(=O)(=O)c2cccc3nsnc23)c1	1.0	89.8	87.0	100.0	92.7	-2.0	90.3	86.2
30	COc1ccc(CNc2ncnc3sccc23)cc1	0.0	115.2	94.5	94.2	115.2	-13.2	131.7	118.2
31	CC(=O)Nc1ccc(S(=O)(=O)NC2(C(F)(F)F)C(=O)Nc3c2c(=O)[nH]c(=O)n3Cc2ccccc2)cc1 (stereo not drawn)	0.0	103.6	97.6	102.9	101.7	27.9	107.5	88.5
32	O=C1C2C3c4ccccc4C(c4ccccc43)C2C(=O)N1CN1CCOCC1 (stereo not drawn)	1.0	96.8	101.2	117.1	96.9	4.9	102.7	97.6
33	CC(C)OC(=O)NCCOC(=O)Nc1ccccc1Cl	0.0	101.5	100.6	104.2	108.3	4.5	105.3	102.6
34	COc1cc2c(=O)n(CCCC(=O)NCC3CCCO3)c(=O)n(CC(=O)c3ccc(F)cc3)c2cc1OC (stereo not drawn)	0.0	96.0	90.3	96.0	90.8	-2.5	?	95.3
35	COc1ccccc1CSc1ncc(-c2ccc([N+](=O)[O-])cc2)[nH]1	0.0	96.4	78.3	92.0	92.6	0.5	107.8	75.6
36	C[C@H](CO)N1C[C@H](C)[C@@H](CN(C)C(=O)Nc2ccc(C(F)(F)F)cc2)Oc2c(NC(=O)C3CCCCC3)cccc2C1=O	0.0	92.5	99.8	102.4	87.8	15.4	91.6	96.4
37	Cc1ccc(C(=O)c2cc([N+](=O)[O-])ccc2N2CC(C)OC(C)C2)cc1 (stereo not drawn)	0.0	106.9	106.9	92.9	91.5	-2.1	104.7	99.6
38	C=CC(=O)N1CCCC(Nc2nc(Nc3ccc(N(C)C(=O)CC)cc3C)nc3nc[nH]c23)C1 (stereo not drawn)	2.0	98.2	99.6	100.7	94.6	2.5	98.8	98.5
39	CC(=O)c1c(C)[nH]c(C(=O)N2CCc3ccccc32)c1C	0.0	95.3	93.9	98.2	97.2	13.0	96.3	97.8
40	COc1ccc(N2CCN(C(c3cccs3)c3nnnn3C3CCCC3)CC2)cc1 (stereo not drawn)	3.0	97.3	110.5	83.1	98.7	-49.6	99.9	103.7
41	CCOc1ccc(NC(=O)CN2CCc3cc4c(cc3C2)OCCCO4)cc1OCC	4.0	94.1	101.5	118.8	96.3	3.1	99.8	99.8
42	O=S(=O)(c1ccccc1)c1cnc(-c2ccccc2)nc1N1CCCCC1	3.0	95.3	89.5	94.1	118.7	9.9	96.0	98.8
43	COc1ccc(CNS(=O)(=O)c2cc(-c3cc(C)no3)ccc2C(C)C)cc1	0.0	98.3	95.4	84.9	98.6	8.7	99.3	96.2
44	COC(=O)[C@H](CC(C)C)NC(=O)Cn1cnc2c(OCc3ccccc3)ncnc21	10.0	104.4	105.1	105.2	97.6	9.4	100.9	100.6
45	CC(C)c1ccc(NC(=O)C2=NNC(=O)CC2)cc1	3.0	97.6	96.9	94.5	112.3	5.9	97.1	108.0
46	O=C(OCC(=O)N1CCc2ccccc21)c1ccccc1F	0.0	90.5	81.7	74.4	85.2	-11.6	90.0	86.7
47	CCN(CC)C(=S)NCCc1ccccc1	0.0	103.7	96.5	98.4	95.5	1.6	103.7	98.5
48	COc1ccccc1-c1cc2nc(C)c(CCC(=O)NC(C)CCc3ccco3)c(C)n2n1 (stereo not drawn)	0.0	97.8	95.9	115.0	100.3	25.4	98.5	99.5
49	Nc1nonc1OCCN1CCN(c2ccc([N+](=O)[O-])c3cccnc23)CC1	0.0	98.5	95.0	101.5	108.6	6.5	103.5	103.4
50	Cc1cccc(C2CC(c3ccccc3)Nc3ncnn32)c1 (stereo not drawn)	6.0	97.1	99.6	108.0	110.8	9.6	106.3	105.0
51	COc1ccc(-c2cc(=O)oc3c(C)c(OCc4nn[nH]n4)ccc23)cc1	0.0	103.1	100.5	88.7	105.0	5.9	106.2	103.8
52	COc1cc(CN2CCNC(=O)C2CC(=O)NCCCN2CCOCC2)cc(OC)c1 (stereo not drawn)	0.0	109.9	113.3	91.9	118.6	-5.3	110.6	128.2
53	CCCCOc1ccc(N=Cc2cccs2)cc1	2.0	108.1	111.4	98.7	105.3	5.2	102.3	106.5

Shown with values under each structure: entries from further up.
Screens in order – GRK2 aptamer HTS	RPL19A-GFP yeast	CIT2-GFP yeast	CR mimetic SO	LAP4 TOR yeast	VLA-4 inh	MEP2 TOR yeast	AGP1-GFP MLPCN
[45] CC(C)c1ccc(NC(=O)C2=NNC(=O)CC2)cc1
 : 3.0	97.6	96.9	94.5	112.3	5.9	97.1	108.0
[46] O=C(OCC(=O)N1CCc2ccccc21)c1ccccc1F
 : 0.0	90.5	81.7	74.4	85.2	-11.6	90.0	86.7
